Pf apPOL block: Pf-apPOL DNA polymerase inhibition | Recombinant Pf-apPOL, molecular beacon fluorescence, 1.5 h | inhibition, % at 10 µM | 210,000 tested, 0.25% active | AID 1794808
mHTT-CaM PPI inh: disrupts binding of mutant huntingtin to calmodulin; AlphaScreen His-mHTT/GST-CaM binding, luminescence; P42858; inhibition, % at 15 µM; 190,000 tested, 3.6% active;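 further: 0% = both proteins with DMSO and 100% = one protein alone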
Numbers without * were called inactive; i = inactive; nt = not tested or not shown; & = joins results of further samples. No stated cut-off is given here; in the data, active means inhibition above about 50%; inactive means the rest.

SMILES	Pf apPOL block	mHTT-CaM PPI inh
O=C1/C(=C/c2ccc([N+](=O)[O-])cc2)CCC1C1CCCC1 (configuration not stated)	4.6	20.0
Cc1ccc(NC(=O)C2C(C=C(Cl)Cl)C2(C)C)cc1Cl (configuration not stated)	-0.7	49.0
CC(C)CC(=O)N1CCN(c2cccc(F)c2)C(=O)C1C (configuration not stated)	-3.0	-4.7
O=C1C(c2c(O)n(-c3cc(Cl)cc(Cl)c3)[nH]c2=O)=Nc2ccccc21	3.2&-2.9	24.0&-0.2
O=C1NN=C(c2ccccc2)C1=C1OC(c2ccccc2)=CS1	4.1	nt
O=C(NC1CCCC1)C1CCN(S(=O)(=O)c2ccc(Br)s2)CC1	4.1	-3.0
Cn1nc(C(=O)N2CCC3(CC2)NC(=O)N(Cc2ccccc2)C3=O)c2ccccc21	-6.3	7.5
O=C(NCc1cccs1)N(CCc1cccs1)C1CC1	1.0	-4.6
COc1ccc(CN2CCC(C(=O)NCC(C)C)CC2)cc1	8.2	-1.6
O=C1/C(=C/c2cccs2)CC2CC1C/C(=C\c1cccs1)C2=O	-6.8	31.0
COc1ccc(OC(=O)c2cc3cc(Br)ccc3oc2=O)cc1	-0.3	3.2
COc1cccc(-c2cc(C(F)(F)F)nc(NC3CCCC3)n2)c1	7.1	-329.0
CC(C)CC(NC(=O)C1CCCCC1)C(=O)NCc1ccccn1 (configuration not stated)	8.2	3.0
CCCCNC(=O)C1(c2ccc(NC(C)=O)cc2)CCCCC1	-4.6	-10.2
O=C(CCN1C(=O)c2ccccc2C1=O)Nc1ccc(S(=O)(=O)Nc2nccs2)cc1	-1.0	6.0
Nc1cc(C2CCN(C(=O)c3cncc(Br)c3)CC2)no1	1.5	0.8
CCNC(=O)N1CCC(Cn2cnc3ccccc32)CC1	-6.2	-19.4
CCn1ccc2c(cc(C(=O)Nc3cc(C)cc(C)c3)n2C)c1=O	-1.5	0.1
CC(O)c1nc2ccc(S(=O)(=O)c3ccc4nc(C(C)O)[nH]c4c3)cc2[nH]1 (configuration not stated)	-20.9	-5.0
O=C(c1ccc(Cl)s1)N1CCN(c2ncnc3c2CCC3)CC1	0.2	-2.7
Cc1oc(CSC(C)C(=O)O)cc1C(=O)O (configuration not stated)	nt	-2.7
CCN1CCN(c2cc(C)c3cc(NC(=O)CCC(=O)NC4CCCC(C)C4C)ccc3n2)CC1 (configuration not stated)	1.1	11.0
Cc1ccccc1C(=O)Nc1c(C)cccc1C	-3.5	-0.9
COC(=O)CNC(=O)N1CCC(c2nc3ccncc3n2CC(C)C)C1 (configuration not stated)	-3.6	-0.5
O=C(Nc1ccccc1F)c1c(O)c2cccnc2n(-c2cccc(F)c2)c1=O	-0.9	-2.0
Cc1ccc(NC(=O)c2ccc(-c3cnc(N4CCCC4)nc3)cc2)cc1	1.3	-8.8
COc1ccc(OC)c(-c2nnc(N)o2)c1	-0.5	-15.7
COc1cc2c(C)[nH]c(=O)c(CC(=O)Nc3ccccc3)c2cc1OC	-3.4&-7.4	64.8*
O=C(O)c1ccc(COc2cc([N+](=O)[O-])cc3cccnc23)cc1	1.8	13.0
O=C(c1cnn2c1NC(c1ccccc1)CC2C(F)(F)F)N1CCOCC1 (configuration not stated)	7.3	7.0
COc1ccc(C(=O)Nc2ccc3nn(-c4ccccc4)nc3c2)cc1Br	i	-1.0
CC1CCCC2(C1)OCC(C(=O)NCc1cccnc1)N2C(=O)c1ccccc1F (configuration not stated)	-3.2	27.5
N#CC1=C(N)n2c(s/c(=C\c3ccco3)c2=O)=C(C#N)C1c1ccco1 (configuration not stated)	-3.9	46.0
O=C(NCCN1CCCCC1)C1CCc2sc(C(=O)N3CCCC3)cc2C1 (configuration not stated)	-9.1	3.7
Cc1ccc(-c2nc3cc(C)ccn3c2NC(=O)C(Cl)Cl)cc1	-0.9	56.6*
CC(C)N1C(=O)C(C)(C(=O)NC2CCCC2)Oc2cccnc21 (configuration not stated)	-1.9	6.8
Cc1ccc(CNC(=O)c2cn(-c3cccc(Cl)c3)nn2)cc1	-1.8	-9.8
C=CCn1c(=N)c(C(=O)NC(C)c2ccccc2)cc2c(=O)n3cccc(C)c3nc21 (configuration not stated)	0.9	7.0
Cc1cccc2c(C(=O)NC3CC3)cc(=O)[nH]c12	-1.5	-2.9
O=C(Nc1nccs1)C1CCN(C(=O)c2ccc([N+](=O)[O-])o2)CC1	-2.8	3.2
COc1ccc(-c2noc(C3CCN(CC(=O)Nc4ccc(F)cc4Cl)CC3)n2)cc1	-5.1	-10.9
Cc1ccc(OCC(=O)N2CCOCC2)c(C)c1	-3.2	-5.3
NS(=O)(=O)c1ccc(NC(=O)C2CCN(C(=O)Cc3ccccc3)CC2)cc1	2.8	0.9
Cc1ccc(NS(=O)(=O)c2ccccc2[N+](=O)[O-])c(Br)c1	1.7	1.0
CC(NC(=O)c1nc2ccccc2[nH]1)c1ccccc1 (configuration not stated)	4.1	-2.3
O=C(Nc1cc(Cl)ccc1Cl)c1cccc(Br)c1	-4.8	-4.7
O=S(=O)(Nc1ccc(S(=O)(=O)Nc2cc(F)ccc2F)cc1)c1ccc(C(F)(F)F)cc1	-1.5	nt
COc1ccc(CN(Cc2ccc(OC)cc2)C(=O)Nc2ccc(Cl)cc2)cc1	-3.0&5.9	nt
Cc1cccc(N2CCN(Cc3nc(C(=O)N4CCCC4)co3)CC2)c1C	-6.3	19.4
CC(C(=O)N1CCOCC1)C1CCN(S(=O)(=O)c2cccs2)CC1 (configuration not stated)	-1.6	-2.9
COc1ccccc1/C=c1\sc2nc3cc(C)c(C)cc3n2c1=O	-0.7	1.0
Cc1[nH]nc(-c2ccccc2)c1Br	1.9	-8.7
O=C(OCc1cn([C@@H]2C[C@H](c3ccccc3)N(CC3CCCCC3)C[C@H]2O)nn1)c1ccccc1	-0.2	-0.7
O=C(OC1OCCOC1OC(=O)c1ccc([N+](=O)[O-])cc1)c1ccc([N+](=O)[O-])cc1 (configuration not stated)	-1.7	nt
CC(C)COc1ccc(C(=O)N2CCCCC2CCN2CCOCC2)cc1 (configuration not stated)	-9.4	4.9
CCN1CCCC1CNC(=O)Cc1cn(C)c2ccccc12 (configuration not stated)	-6.7	-1.0
CN1CCC2(CC1)N=C(c1ccccc1O)CC(c1ccccc1O)N2 (configuration not stated)	-0.4	28.1
Cc1cc(COC(=O)Nc2ccc(Cl)cc2)no1	-3.1	nt
FC(F)(F)c1cc(-c2ccc3c(c2)OCO3)n[nH]1	7.5	nt
Cc1nc(-c2ccccn2)nc(SCC(=O)N2CCOCC2)c1Cl	-0.3	nt

(list continues)
SMILES	Pf apPOL block	mHTT-CaM PPI inh
CSc1ccc(CCNC(=O)CCC(=O)N2CCCn3nc(C)cc32)cc1	-4.9	-4.5
Cc1cc(Cl)nc(Cl)c1C(=O)NC(=O)Nc1ccc(Cl)cc1	9.7	-8.0
O=C(c1nn2c(C(F)(F)F)cc(-c3ccccc3)nc2c1Cl)N1CCOCC1	1.8	11.0
COc1cccc(C(=O)N2CCCN(Cc3noc(-c4ccccc4)n3)CC2)c1	2.1	-1.9
CCOC(=O)c1c(N)sc2c1CCC2	-1.8	6.8
CCOc1ccc2c(c1)OC(=Cc1cc(OC)ccc1OC)C2=O	-1.4	-26.6
COc1ccc(C(=O)Oc2ccc3c(c2)OC(=Cc2ccc4c(c2)OCO4)C3=O)cc1OC	0.2	2.9
O=C(c1ccc(S(=O)(=O)N2CCCCC2)cc1)N1CCOCC1	-3.9	-1.3
COc1cccc(CNC(=O)C2(C)CCCN(C(=O)Cc3ccc(C)cc3)C2)c1 (configuration not stated)	-3.8	-6.2
CCN(CCO)C(=O)C(c1ccccc1)c1ccccc1	6.9	-4.0
Cc1nc2c(c(N3CCOCC3)n1)CCC2	1.0	-12.7
Cc1cccn2c(=O)c3cc(S(=O)(=O)c4ccccc4)c(=N)n(Cc4ccccc4)c3nc12	0.1	4.0
COc1cc(/C=C2/N=C(c3ccc(Cl)cc3Cl)OC2=O)cc(OC)c1OC	-4.4	-1.0
COc1cc(OC)c(C2SC(NC(C)=O)=NN2C(C)=O)cc1Br (configuration not stated)	-2.2	-1.0
Nc1nnc(SCC(=O)Nc2nccs2)s1	nt	-4.6
Cc1ncnc2c1CCC(=O)N2Cc1ccc(Cl)cc1	-0.9	-13.2
CCN1CCN(c2oc(-c3ccccc3)nc2C#N)CC1	0.2	5.0
CCOc1nn(CC)cc1C(=O)NCCc1ccc(OC)c(OC)c1	-10.4	-16.4
COCCC1CCN(C(=O)CCN2CCOCC2)CC1	-3.1	-5.1
COc1ccc(CCNC(=O)C2CCCN(S(=O)(=O)N3CCCCCC3)C2)cc1OC (configuration not stated)	-4.0	17.0
O=C(Nc1ccccc1[N+](=O)[O-])c1cc(I)ccc1Cl	-13.6	7.9
CN1CCC2(CC1)Oc1ccc(Cl)cc1C1CC(c3ccc(Cl)cc3)=NN12 (configuration not stated)	nt	24.0
Cc1nnc(NC(=O)c2ccc([N+](=O)[O-])c(C)c2)s1	0.7	0.8
Cc1n[nH]c(=O)nc1NCCc1ccccc1	-3.2	-1.0

Record cards (already shown). Values in the order: Pf apPOL block	mHTT-CaM PPI inh
COc1ccc(CCNC(=O)C2CCCN(S(=O)(=O)N3CCCCCC3)C2)cc1OC (configuration not stated) across the screens: -4.0	17.0
CCOc1nn(CC)cc1C(=O)NCCc1ccc(OC)c(OC)c1 across the screens: -10.4	-16.4
COc1cc(OC)c(C2SC(NC(C)=O)=NN2C(C)=O)cc1Br (configuration not stated) across the screens: -2.2	-1.0

The main list resumes, starting 3 compounds before the break.
SMILES	Pf apPOL block	mHTT-CaM PPI inh
CN1CCC2(CC1)Oc1ccc(Cl)cc1C1CC(c3ccc(Cl)cc3)=NN12 (configuration not stated)	nt	24.0
Cc1nnc(NC(=O)c2ccc([N+](=O)[O-])c(C)c2)s1	0.7	0.8
Cc1n[nH]c(=O)nc1NCCc1ccccc1	-3.2	-1.0
COc1cc(C(=O)Nc2cccc(-c3nncn3C)c2)cc(OC)c1OC	-0.7	-1.0
Cc1ccc(-c2csc3c(=O)n(CC(=O)N(C)c4ccc(F)cc4)cnc23)cc1	-3.3	-4.7
Cc1ccc(N=C2SC(CC(=O)Nc3ccc(C(=O)O)cc3)C(=O)N2C)cc1 (configuration not stated)	-4.7	0.0
O=S(=O)(Nc1ccccn1)c1ccc(Cl)cc1	-0.2	-2.0
O=[N+]([O-])c1cccc(/C=C/c2nc(C=Nc3ccccc3Br)c(O)o2)c1	1.2	-1.0
COc1ccc(OC)c(N2CCN(Cc3ccc(F)cc3F)C(C)C2=O)c1 (configuration not stated)	-2.2	16.0
CCCc1ccc(Oc2cn[nH]c2-c2ccc(O)c(C)c2O)cc1	-7.0	90.1*
CCCNC(=O)Nc1ccc(C(=O)O)cc1	-0.7	-5.0
COc1cc(NC(=O)C2C3C=CC(C3)C2C(=O)O)c(OC)cc1Cl (configuration not stated)	-5.1	0.1
Cc1ccc(S(=O)(=O)N2CC3CC(NC(=O)c4ccccc4)C2C3)cc1Cl (configuration not stated)	-4.7	-3.8
CCCc1cc2c(=O)c(-c3cc4ccccc4o3)coc2cc1OC	5.3	-3.1
COc1cccc(NC(=O)NC2(C(F)(F)F)Oc3ccccc3O2)c1	5.0	-4.0

Part of the list above in another layout:
COc1cc2c(C)[nH]c(=O)c(CC(=O)Nc3ccccc3)c2cc1OC
  Pf apPOL block: -3.4&-7.4
  mHTT-CaM PPI inh: 64.8*

COc1ccc(CCNC(=O)C2CCCN(S(=O)(=O)N3CCCCCC3)C2)cc1OC (configuration not stated)
  Pf apPOL block: -4.0
  mHTT-CaM PPI inh: 17.0

The listing continues:
SMILES	Pf apPOL block	mHTT-CaM PPI inh
O=C1CCCN2N=C(SCC(=O)Nc3ccc4c(c3)OCO4)SC2=N1	-2.2	0.0
O=C(Nc1cccc(-c2nc3ccccc3[nH]2)c1)c1cccc(F)c1	-3.1	2.0
CC(=O)C1=C(O)C(=O)N(CCO)C1c1ccccc1F (configuration not stated)	-2.6	-7.9
O=C(O)C1Cc2c([nH]c3ccccc23)C(c2ccccc2Cl)N1 (configuration not stated)	-0.2	23.4
Cn1c(=O)c2c(nc(Sc3nc4ccccc4[nH]3)n2C)n(C)c1=O	24.7&-2.1	1.0&-6.4
COc1ccc(-c2ccc(CN3C(C)C(=O)N(Cc4cn(CCC5OCCO5)nn4)CCS3(=O)=O)cc2)cn1 (configuration not stated)	-23.0	27.7
O=C(O)C1Cc2ccccc2N1C(=O)OCc1ccccc1 (configuration not stated)	1.0&-2.3	nt
O=C(O)C1=Cc2ccccc2OC1	-0.8	1.6
O=[N+]([O-])c1ccc(S(=O)(=O)NCCc2ccccc2)cc1	-2.3	3.0
Cc1ccc(CNC(=O)c2nnn3c2COC(c2ccc(C)cc2)C3)cc1 (configuration not stated)	-7.0	0.4
CCOC(=O)C(=O)NCC(c1cccs1)S(=O)(=O)c1cccs1 (configuration not stated)	2.4	-1.8
O=C(c1cnccn1)N1CCCC(OCc2nc(C3CC3)no2)C1 (configuration not stated)	-1.5	-5.0
CCCn1cnnc1C1CCCN(Cc2scnc2C)C1 (configuration not stated)	1.5	3.6
O=C(Cn1c2ccc(F)cc2c2ncn(Cc3ccccc3)c(=O)c21)Nc1cccc(F)c1	-2.1	14.7
COc1ccc(Br)cc1NC(=O)c1coc(=O)c2ccccc12	-2.9	5.0
Cc1onc(-c2ccccc2)c1C1=N/C(=C/c2ccc([N+](=O)[O-])cc2)C(=O)O1	-4.3	-2.0
COc1ccc(NC(=O)c2ccc(OC)cc2)cc1	-7.3	-2.0
C=CCN1[C@H](Cc2ccccc2)COc2cc(F)ccc2S1(=O)=O	-0.9	-7.2
Cc1cc(C(=O)NCc2ccc3c(c2)OCO3)c(C)o1	-5.1	nt

Of the compounds above, 4 contain an aryl thioether with sulfur outside any ring:
SMILES	Pf apPOL block	mHTT-CaM PPI inh
Cc1nc(-c2ccccn2)nc(SCC(=O)N2CCOCC2)c1Cl	-0.3	nt
CSc1ccc(CCNC(=O)CCC(=O)N2CCCn3nc(C)cc32)cc1	-4.9	-4.5
Nc1nnc(SCC(=O)Nc2nccs2)s1	nt	-4.6
Cn1c(=O)c2c(nc(Sc3nc4ccccc4[nH]3)n2C)n(C)c1=O	24.7&-2.1	1.0&-6.4

Screening results (PubChem)
